LYP act = LYP phosphatase activators, primary screen, biochemical, DiFMUP fluorescence, 2 µM. Tyrosine-protein phosphatase non-receptor type 22 (Homo sapiens), Q9Y2R2. recombinant LYP; 0 = plate median, 100 = signal doubled. activation, % at 2 µM. 96,000 compounds, 0.11% hits. AID 697, 2007;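 active = activation at 2 µM above a set limit, the mean plus 5 SD, cut at about 37% in these data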
Target sequence (Q9Y2R2 whole entry, looked up): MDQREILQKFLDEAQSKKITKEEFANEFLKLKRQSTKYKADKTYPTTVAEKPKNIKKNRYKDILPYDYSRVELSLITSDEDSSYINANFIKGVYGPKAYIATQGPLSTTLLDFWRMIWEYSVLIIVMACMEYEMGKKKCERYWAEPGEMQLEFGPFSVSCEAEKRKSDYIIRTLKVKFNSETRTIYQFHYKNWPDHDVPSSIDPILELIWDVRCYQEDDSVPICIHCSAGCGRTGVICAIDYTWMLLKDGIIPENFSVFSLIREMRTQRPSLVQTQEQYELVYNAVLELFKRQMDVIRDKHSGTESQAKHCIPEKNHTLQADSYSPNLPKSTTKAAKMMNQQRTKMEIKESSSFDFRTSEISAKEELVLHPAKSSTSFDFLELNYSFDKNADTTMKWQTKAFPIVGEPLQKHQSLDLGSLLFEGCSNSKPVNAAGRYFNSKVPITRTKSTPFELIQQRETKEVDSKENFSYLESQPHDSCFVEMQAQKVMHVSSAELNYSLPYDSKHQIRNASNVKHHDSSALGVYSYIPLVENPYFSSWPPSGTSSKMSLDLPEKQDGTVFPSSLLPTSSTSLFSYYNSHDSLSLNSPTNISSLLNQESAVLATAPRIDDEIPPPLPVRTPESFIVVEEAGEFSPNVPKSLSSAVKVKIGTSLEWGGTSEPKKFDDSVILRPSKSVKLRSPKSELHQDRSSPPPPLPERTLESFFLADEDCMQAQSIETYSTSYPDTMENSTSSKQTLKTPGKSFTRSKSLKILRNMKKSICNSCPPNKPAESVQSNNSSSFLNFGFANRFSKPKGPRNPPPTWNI
S1P2 ag = S1P2 receptor agonists, primary screen, cell-based; AID 729, 2007; Sphingosine 1-phosphate receptor 2 (Homo sapiens), O95136; activation, % at 4.5 µM; S1P2-expressing cell line, agonist reporter read-out; 97,000 compounds, 0.46% hits; in the data active = activation above about 16%;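 also: 0% = vehicle low control and 100% = maximal reference agonist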
PTPN22 inh 2 = PTPN22 phosphatase inhibitors, primary screen, biochemical, DiFMUP fluorescence, 2 µM | AID 640, 2007 | Tyrosine-protein phosphatase non-receptor type 22 (Homo sapiens), Q9Y2R2 | 96,000 compounds, 0.21% hits | recombinant LYP catalytic domain | inhibition, % at 2 µM;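 active = inhibition at 2 µM at or above a set limit, the screen mean plus 3 SD, cut at about 24% in these data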;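 also: 0% = DMSO with enzyme and 100% = enzyme fully blocked by orthovanadate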
EphB4 antag = EphB4-ephrin-B2 interaction antagonists, primary screen, biochemical, TNYL-RAW peptide probe, fluorescence polarization; Ephrin type-B receptor 4 (Homo sapiens), P54760; EphB4 LBD / TNYL-RAW-Alexa532 peptide; inhibition, % at 7 µM; 97,000 compounds, 0.15% hits;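 active = inhibition above the screen-wide mean inhibition plus 3 SD, cut at about 15% in these data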;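 also: 0% = DMSO wells and 100% = excess unlabeled TNYL-RAW peptide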
FAK blocker = FAK kinase inhibitors, primary screen, biochemical | inhibition, %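 (tested at 7 µM)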 | biochemical FAK kinase activity assay | 97,000 compounds, 0.84% hits; in the data active = inhibition above about 19%;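 also: 0% = DMSO and 100% = reference compound high control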
PostGolgi ctrl = growth inhibition of yeast control strain, primary screen, counter-screen for post-Golgi transport modulator project; efflux-deficient yeast background strain, growth absorbance A615, 16 h; AID 738, 2007; 98,000 compounds, 5% hits; inhibition, % at 10 µM
Rev-RRE block = HIV-1 Rev-RRE binding inhibitors, primary screen, biochemical, FRET, protein-RNA interaction; 97,000 compounds, 0.79% hits; inhibition, % at 8 µM; P05866; Rev peptide-RRE RNA binding;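 active = inhibition above the screen-wide mean plus 3 SD, cut at about 35% in these data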;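 also: 0% = median DMSO wells and 100% = median Neomycin B control wells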
Target sequence (P05866 whole entry, looked up): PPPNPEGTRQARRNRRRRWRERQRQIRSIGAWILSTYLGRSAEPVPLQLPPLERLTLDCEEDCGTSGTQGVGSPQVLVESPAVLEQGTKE
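assay system = Cy5-tagged RRE RNA duplex with fluorescein-tagged Rev peptide | incubation = 5 + 15 min at 25 °C | also added = labelled Rev peptide | measure = % inhibition of FRET ratio versus controls | benchmarks = DMSO wells as 0% and neomycin B wells as 100% inhibition | measured by = FRET fluorescence readout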
S1P2 antag = human S1P2 receptor antagonists, primary screen, cell-based; Sphingosine 1-phosphate receptor 2 (Homo sapiens), O95136; cell-based S1P2 antagonist assay, inhibition at 5 uM; inhibition, % at 5 µM; 97,000 compounds, 0.21% hits; AID 736, 2007; in the data active = inhibition above about 45%;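 also: CRE beta-lactamase reporter cells expressing human S1P2 stimulated with S1P; 0% = agonist at EC80 alone and 100% = agonist plus reference antagonist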
PostGolgi yeast = phenotypic screen on post-Golgi transport, primary screen. post-Golgi transport phenotypic cell assay. inhibition, % at 10 µM. 98,000 compounds, 0.9% hits;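 also: yeast cells grown in 1536-well plates; yeast grown about 18 h at 30C before absorbance read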
* marks the source's active call; other numbers are inactive results; . = no result given. Rule as the data show it, unless noted: active = inhibition above about 30%; inactive = the rest.

SMILES	LYP act	S1P2 ag	PTPN22 inh 2	EphB4 antag	FAK blocker	PostGolgi ctrl	Rev-RRE block	S1P2 antag	PostGolgi yeast
O=C(NCc1ccco1)c1sc2cc(F)ccc2c1Cl	-11	-3	11	-2	2	.	8	-3	.
O=C(NCCN1CCOCC1)N1CCOCC1	24	-3	-25	-6	0	13	8	12	7
Fc1ccccc1/C=N/n1cnnc1	1	2	-4	-5	1	10	6	-1	1
Cc1ccc(OCc2nc(C#N)c(N3CCN(Cc4ccccc4)CC3)o2)cc1	-14	-4	14	-7	-4	27	0	8	-6
CCCNC(=O)c1ccccc1NC(=O)c1ccccc1N(C)S(C)(=O)=O	2	-7	-3	3	0	.	4	0	.
Cc1ccc(-c2ccc(C3C(C#N)=C(N)Oc4n[nH]c(C)c43)o2)cc1 (stereo not drawn)	0	-5	2	5	14	25	25	10	15
CC(C)C1C(C#N)=C(N)Oc2n[nH]c(-c3cccs3)c21 (stereo not drawn)	-6	-8	4	-3	5	6	-3	-1	17
S=C(Nc1ccc(Cl)cc1)c1nc2ccccc2s1	2	-7	1	1	-1	-1	8	2	-7
O=C(c1ccc(-n2cnnn2)cc1)N1CCOCC1	6	-3	-6	4	-2	-11	1	19	-14
Cc1nc(NC(=O)C23CCC(C)(C(=O)O2)C3(C)C)sc1C (stereo not drawn)	9	-3	-11	0	1	5	-3	-7	2
O=C(Nc1cccn2ncnc12)c1ccc(Cl)cc1Cl	2	-7	0	-4	-1	5	-1	12	-12
COc1ccc(C(=O)Nc2cc([N+](=O)[O-])ccc2N2CCN(C)CC2)cc1	1	-3	2	1	-7	0	5	23	-1
O=C(Nc1ccccc1)NC1CC2CCC(C1)N2Cc1nnnn1Cc1ccc2c(c1)OCO2 (stereo not drawn)	-17	-3	16	2	0	7	14	7	0
Cc1ccc(S(=O)(=O)N2CCCN(S(=O)(=O)c3ccc4c(c3)OCCO4)CC2)cc1	6	-1	-7	-1	-1	12	15	0	2
CCCC(=O)Nc1nc2ccc(OCC)cc2s1	-13	-2	10	-8	4	6	3	-2	-20
CCOC(=O)C1Cc2ccccc2CN1 (stereo not drawn)	-4	-5	3	5	7	10	10	36	-8
CCOC(=O)c1c(C)nc2sc3c(c2c1-c1ccc(OC)cc1)NC(c1ccc(OC)cc1)NC3=O (stereo not drawn)	-15	2	17	3	2	-7	2	3	17
CC1CCN(C(=O)CCCOc2ccc(Cl)cc2)CC1	2	-3	-6	-2	0	.	4	5	.
Clc1ccc(-n2c(SCc3nc4ccccc4[nH]3)nnc2-c2ccncc2)cc1	9	14	-8	-4	-3	0	0	-26	5
COc1ccc(NS(=O)(=O)c2cc(OC)ccc2NC(=O)c2cc(C)oc2C)cc1	-3	-2	-1	-3	5	1	14	-3	-10
Cc1[nH]c2ccccc2c1SCC(=O)N1CCCc2ccccc21	10	-4	-10	2	-2	26	11	16	6
Cc1ccc(C2NC(=O)NC3=C2CCc2ccccc23)cc1 (stereo not drawn)	-3	-7	0	3	19*	7	12	20	16
COc1ccc(NC(=O)N(Cc2cccnc2)Cc2ccccc2Cl)c(OC)c1	-2	-7	-1	-1	0	.	8	-15	.
CCOc1cc(CNc2ccc(OC)cc2)cc(Br)c1OCC(=O)NC(C)(C)C	-15	-7	17	1	6	10	1	2	-1
N#Cc1c(-c2ccccc2)ccn(Cc2ccccc2Cl)c1=O	5	0	-7	3	13	14	3	-10	-7
O=C(c1cccs1)N1CCN(c2ccc(F)cc2)CC1	5	-8	-4	0	-1	4	-3	-3	5
O=C(NCCCn1ccnc1)c1cc(C(=O)C2CC2)c[nH]1	-7	-6	13	-6	0	8	9	-1	17
Cc1ccc(C(C)C)c(OCC(O)CN2CC(C)OC(C)C2)c1 (stereo not drawn)	1	-5	-3	5	5	9	5	2	6
O=CNCCCc1nc2ccccc2n1Cc1cccc2ccccc12	12	-3	-9	-2	2	2	6	-8	1
CC(=O)NC1C(=O)Nc2c(C)cc(C)cc21 (stereo not drawn)	-8	0	9	-2	2	-4	4	6	-8

Sorted by length of the SMILES (lowest first): part of the list above
SMILES	LYP act	S1P2 ag	PTPN22 inh 2	EphB4 antag	FAK blocker	PostGolgi ctrl	Rev-RRE block	S1P2 antag	PostGolgi yeast
O=CNCCCc1nc2ccccc2n1Cc1cccc2ccccc12	12	-3	-9	-2	2	2	6	-8	1
N#Cc1c(-c2ccccc2)ccn(Cc2ccccc2Cl)c1=O	5	0	-7	3	13	14	3	-10	-7
O=C(NCCCn1ccnc1)c1cc(C(=O)C2CC2)c[nH]1	-7	-6	13	-6	0	8	9	-1	17

(more compounds)
SMILES	LYP act	S1P2 ag	PTPN22 inh 2	EphB4 antag	FAK blocker	PostGolgi ctrl	Rev-RRE block	S1P2 antag	PostGolgi yeast
CCOc1ccc(OCC)c(-c2c(=O)n(OCc3ccccc3Br)c3ccccc3[n+]2[O-])c1	-3	-5	0	-7	0	25	1	-8	7
O=C(CSc1nc2ccccc2[nH]1)Nc1cc(C(F)(F)F)ccc1N1CCOCC1	4	-4	-4	-8	0	24	17	-10	21
CCOC(=O)C1CCCN(C(=O)c2cc3c(-c4cccc(OC)c4)nn(C)c3s2)C1 (stereo not drawn)	-13	-5	16	6	3	8	7	-29	-3
Cc1cccc(NC(=O)c2cc(-c3ccco3)nc3ccccc23)n1	-7	-3	6	2	-2	29	9	-14	-3
NS(=O)(=O)c1ccc(CCNC2CC(=O)N(Cc3ccccc3)C2=O)cc1 (stereo not drawn)	8	1	-10	0	1	32*	1	-18	-3
CC(C)(C)OC(=O)C1C(=O)CC(C)(O)C(C(=O)OC(C)(C)C)C1c1ccco1 (stereo not drawn)	3	-4	-3	-2	1	.	3	19	.
COCCNc1nc(-n2nc(C)cc2C)nc2sc3c(c12)CCCC3	3	-9	-5	2	-2	31*	7	-13	-2
CCC(C)[C@H](NC(=O)Nc1cccc(OC)c1)C(=O)OC (stereo partly drawn)	2	-5	-2	-6	-2	-8	-1	-6	8
Cc1ccc(SCc2[nH]nc3c2C(c2ccco2)C(C#N)=C(N)O3)cc1 (stereo not drawn)	-7	-7	8	-10	0	18	1	2	-1
CCOC(=O)C1CCN(C(c2cc3c(C)ccc(C)c3[nH]c2=O)c2nnnn2C2CCCCC2)CC1 (stereo not drawn)	-8	-1	7	1	6	30*	3	25	5
C/C(N)=C(/C#N)C(=O)COc1ncnc2ccccc12	2	-9	-1	2	-3	3	9	16	4
Cc1cc(C)nc(SCC(=O)Oc2ccc3oc(=O)cc(C)c3c2)n1	6	-7	-8	-11	1	1	7	3	-1
COc1cccc(C2NC(=O)NC(C)=C2C(=O)OCCSC)c1OC (stereo not drawn)	8	-4	-11	-1	-2	.	4	15	.
CC(C)CNS(=O)(=O)c1ccc(S(=O)(=O)N2CCCN(Cc3ccccc3)C2)cc1	-6	-7	3	-2	4	-3	5	12	5
Cc1sc(=NC(=O)c2ccco2)n(C)c1-c1ccc(F)cc1	5	-4	-3	-4	-3	10	0	6	0
Nn1cc(-c2ccccc2)nc1SCC(=O)NCCN1C(=O)CSC1=O	-7	-8	5	-2	0	9	6	10	-9
CCCc1cc(=O)oc2c(C)c(OS(C)(=O)=O)ccc12	-2	-1	0	7	13	.	3	-4	.
Cc1ccccc1N1C(=O)N(c2cccc(C(F)(F)F)c2)C2CS(=O)(=O)CC21 (stereo not drawn)	2	0	-2	-12	3	39*	1	-2	6
Cc1ccc([N+](=O)[O-])cc1N/C=C/C(=O)c1ccco1	8	1	-5	-12	0	20	1	-15	-4
COC(=O)[C@H](C)NC(=O)NCc1ccco1	-5	-5	3	13	7	-2	7	21	0
O=S(=O)(c1ccc(Cl)cc1)N1CCC(n2cnc3cc(C(F)(F)F)ccc32)CC1	3	-6	-3	-1	0	.	6	9	.
CCOc1ccccc1OCC(=O)OCC(=O)Nc1ncc(Cl)cc1Cl	7	-6	-8	-7	-1	14	-4	16	3
O=C(Nc1ccc(N2CCOCC2)cc1)c1ccc2nc(-c3ccco3)c(-c3ccco3)nc2c1	6	-5	-3	6	8	4	3	12	5
CC1CC(=S)Nc2ccccc2S1 (stereo not drawn)	-13	-5	14	-1	-1	.	1	-3	.
O=C(Cc1cccs1)Nc1ccc(S(=O)(=O)N2CCCCC2)cc1	-14	-4	17	-7	23*	2	-4	6	.
C=CCn1c(C#N)c(N)sc1=N	-2	-8	1	15*	3	6	9	-2	6
Fc1nc(N2CCCC2)c(F)c(Oc2ccccc2Oc2c(F)c(F)nc(N3CCCC3)c2F)c1F	2	-6	3	3	-2	-2	7	8	5
Cc1cccc(SCc2noc(C(=O)NCC3CCCO3)c2C(=O)O)c1 (stereo not drawn)	-5	-5	8	0	-2	2	0	-10	-6
CCN(CC)CCCNc1nc(-c2ccccc2)nc2ccccc12	5	-4	-11	-3	2	.	-12	15	.
O=c1[nH]c(=O)n(C2CCCO2)cc1Br (stereo not drawn)	0	-8	1	3	1	-5	11	4	-1
c1ccc2cc3[nH]c(CN4CCCCC4)nc3cc2c1	3	.	-4	.	.	-8	.	.	1

Among those listed so far, six contain two or more sulfur atoms:
SMILES	LYP act	S1P2 ag	PTPN22 inh 2	EphB4 antag	FAK blocker	PostGolgi ctrl	Rev-RRE block	S1P2 antag	PostGolgi yeast
S=C(Nc1ccc(Cl)cc1)c1nc2ccccc2s1	2	-7	1	1	-1	-1	8	2	-7
Cc1ccc(S(=O)(=O)N2CCCN(S(=O)(=O)c3ccc4c(c3)OCCO4)CC2)cc1	6	-1	-7	-1	-1	12	15	0	2
CC(C)CNS(=O)(=O)c1ccc(S(=O)(=O)N2CCCN(Cc3ccccc3)C2)cc1	-6	-7	3	-2	4	-3	5	12	5
Nn1cc(-c2ccccc2)nc1SCC(=O)NCCN1C(=O)CSC1=O	-7	-8	5	-2	0	9	6	10	-9
CC1CC(=S)Nc2ccccc2S1 (stereo not drawn)	-13	-5	14	-1	-1	.	1	-3	.
O=C(Cc1cccs1)Nc1ccc(S(=O)(=O)N2CCCCC2)cc1	-14	-4	17	-7	23*	2	-4	6	.
